Kir21 inh: Kir2.1 (mouse) channel inhibition | P35561 | HEK293-Kir2.1, FluxOR thallium flux fluorescence; stronger effect = lower value | B-score at 10 µM | actives 0.85% (n = 310,000) | AID 1672;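 active = fluorescence ratio B-score at or below minus 3 SD of library scores, with starting-brightness B-score within 2 SD, cut at about -4.2 in these data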;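 also: channel flux triggered by added potassium and thallium sulfate stimulus; B-score of peak minus minimum fluorescence over baseline after thallium stimulus; more negative B-score means stronger Kir2.1 block with less thallium influx; some compounds called inactive have numbers as strong as hits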
Target sequence (P35561 whole entry, looked up): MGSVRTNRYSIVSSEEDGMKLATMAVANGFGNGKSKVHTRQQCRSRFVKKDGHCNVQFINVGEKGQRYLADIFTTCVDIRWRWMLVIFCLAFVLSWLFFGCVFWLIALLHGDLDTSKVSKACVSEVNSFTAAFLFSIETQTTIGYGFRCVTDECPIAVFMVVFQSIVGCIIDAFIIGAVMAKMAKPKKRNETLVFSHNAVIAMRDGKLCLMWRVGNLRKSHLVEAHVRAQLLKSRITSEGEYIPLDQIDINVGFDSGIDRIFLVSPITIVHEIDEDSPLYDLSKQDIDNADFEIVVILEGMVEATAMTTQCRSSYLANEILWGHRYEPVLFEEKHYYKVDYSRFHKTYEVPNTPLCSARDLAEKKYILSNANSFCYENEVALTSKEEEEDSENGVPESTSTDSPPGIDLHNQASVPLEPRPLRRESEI
CHT block: human CHT choline transport inhibition | actives 0.86% (n = 310,000) | CHT-expressing cells, membrane potential dye, choline response; stronger effect = lower value | B-score at 10 µM | Q9GZV3;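 active = B-score over 3 SD under the library average, and starting fluorescence ratio not unusually high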;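 also: choline stimulus applied at its EC90 after an EC20 pre-addition; B-score computed on integrated fluorescence ratio after choline addition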
Target sequence (Q9GZV3 whole entry, looked up): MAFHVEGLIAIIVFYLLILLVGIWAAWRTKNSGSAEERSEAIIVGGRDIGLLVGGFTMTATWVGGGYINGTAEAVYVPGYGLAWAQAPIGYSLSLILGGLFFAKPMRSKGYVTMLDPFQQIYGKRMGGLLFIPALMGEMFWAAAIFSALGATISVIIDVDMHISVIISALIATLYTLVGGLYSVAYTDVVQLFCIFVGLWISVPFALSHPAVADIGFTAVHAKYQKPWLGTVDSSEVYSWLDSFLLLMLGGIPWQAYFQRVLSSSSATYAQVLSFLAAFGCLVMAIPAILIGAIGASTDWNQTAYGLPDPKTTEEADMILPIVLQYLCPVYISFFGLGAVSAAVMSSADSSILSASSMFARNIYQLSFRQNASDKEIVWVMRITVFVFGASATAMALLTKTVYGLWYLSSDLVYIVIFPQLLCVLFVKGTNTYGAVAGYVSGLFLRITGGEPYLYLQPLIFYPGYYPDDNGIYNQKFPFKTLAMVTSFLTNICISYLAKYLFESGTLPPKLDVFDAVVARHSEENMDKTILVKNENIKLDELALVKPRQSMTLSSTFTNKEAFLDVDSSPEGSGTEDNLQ
Active calls of the source: *; i = inactive; / = no result given.

SMILES	Kir21 inh	CHT block
COc1ccc(CC(=O)N2CCN(c3ccccc3)CC2)cc1	-0.23	i
OCCC1CN(Cc2ccc3ncccc3c2)CCN1Cc1ccccc1 (stereo not given)	-1.8	i
Cc1cc(S(=O)(=O)N(Cc2ccc(F)cc2)CC2CCCO2)ccc1-n1cnnn1 (stereo not given)	-0.33	i
CS(=O)(=O)NCCNc1cc(Cl)ccc1[N+](=O)[O-]	1.1	i
Cc1ccc(NCc2n[nH]c(=S)n2-c2cccc(Cl)c2)cc1	-0.76	i
Cn1c(C(=O)Nc2ccc(Cl)cc2)cc2cc(Cl)ccc21	0.42	i
Cc1ccc(C(=O)N2CCN(c3ccc([N+](=O)[O-])c(N4CCOCC4)c3)CC2)cc1	-0.44	i
COc1ccc(OC)c(/C=C/C(=O)N(C)CC(=O)Nc2ccc(C)cc2)c1	0.48	i
COc1ccc(/C=C(\C#N)c2c[nH]c3ccccc23)cc1	-0.36	i
O=C(NCc1cc([N+](=O)[O-])ccc1O)c1cccnc1Sc1ccc(Cl)cc1	0	i
COc1ccc(C)cc1COC(=O)c1[nH]c(C)c(C(C)=O)c1C	0.1	i
CCOC(=O)c1cc(NC(=O)C2C3CCC(O3)C2C(=O)O)cc(C(=O)OCC)c1 (stereo not given)	0.37	i
CCc1ccc(C(=O)CSC2=C(C#N)C(c3ccco3)C(C(C)=O)=C(C)N2)cc1 (stereo not given)	-0.79	i
COc1ccc(/C=C/C(=O)Oc2cccc(/C=N/NC(=O)COc3c(C)cccc3C)c2)cc1	0.44	i
O=S(=O)(NC1CC1)c1ccc(Cl)cc1	0.27	i
CC(C)CC(NC(=O)C(NC(=O)OC(C)(C)C)C(C)C)C(=O)N1CCCC1C(N)=O (stereo not given)	-0.48	i
COc1ccc(NC(=O)CCCC(=O)NCCc2ccc(OC)c(OC)c2)cc1	-0.2	i
CN(C)CCCN(C(=O)c1cc2cc([N+](=O)[O-])ccc2s1)c1nc2cc3c(cc2s1)OCCO3	1.9	i
COC(=O)c1cccc(C(=O)N2CCC(CO)(Cc3ccccc3Cl)CC2)c1	-0.62	i
COc1ccc(C2=C(C=Nc3c(C)n(C)n(-c4ccccc4)c3=O)C(c3ccccc3C)c3ccccc3O2)cc1OC (stereo not given)	-1	i
CC(C)=C(NC(=O)c1ccccc1)C(=O)NCc1ccccc1	2.1	i
COc1cc(C(O)CO)ccc1OS(=O)(=O)O (stereo not given)	/	i
CCOc1ccc(OCC(O)CNC2CCN(Cc3ccccc3)CC2)cc1 (stereo not given)	-0.13	i
COc1cccc(/C=N/n2c(-c3cc(C)[nH]n3)n[nH]c2=S)c1OC	-1.3	i
CCC(C)(C)n1nnnc1C(c1ccc(OC)c(OC)c1)N1CCN(c2cccc(OC)c2)CC1 (stereo not given)	-0.13	i
CCOC(=O)C(Cc1c[nH]c2ccccc12)NC(=O)CNC(C)=O (stereo not given)	1.9	i
CC(=O)c1ccc(C(=O)N2CCCC(C(=O)c3cc(F)ccc3F)C2)s1 (stereo not given)	2	i
CCOC(=O)c1c(S(=O)(=O)NCC(=O)Nc2cc(C)ccc2OC)c(C)n(C)c1C	-1.1	i
COc1cccc(CN2CCCC(CNC(=O)c3ccc(F)cc3)C2)c1OC (stereo not given)	-0.41	i
O=C(C1CCN(S(=O)(=O)N2CCOCC2)CC1)N1CCN(Cc2ccccc2)CC1	-1.2	i
COc1ccccc1C(=O)O/N=C(\c1ccccc1)c1ccncc1	0.05	i
COC(=O)c1ccc(COc2ccccc2[N+](=O)[O-])o1	-0.83	i
CCOC(=O)C1=C(Nc2ccccc2)OCC1=O	2.4	i
CN(CCOc1ccc(Cl)c(Cl)c1)Cc1ccccc1	0.04	i
CC(C)CN(C(=O)C1CC1)c1c(N)n(Cc2ccccc2)c(=O)[nH]c1=O	-0.11	i
CC(=O)Nc1ccc(N2CCN(c3ccc(F)cc3)CC2)cc1	-2	i
O=[N+]([O-])c1nn(-c2cccc(Cl)c2)n(O)c1=NCc1cccnc1	-0.71	i
COc1cccc(N2CCN(C(=O)c3cccnc3)CC2)c1	1	i
CCOC(=O)c1ccc(CNC(=O)Cn2nnc(-c3ccccc3F)n2)o1	-1.8	i
COCCOc1cc(COC)nc(-c2cccc(C)c2)n1	-0.08	i
O=C(Cn1cc2c(n1)CCCC2)N1CCOCC1	-0.03	i
CN(CCc1cn[nH]c1)Cc1nc(C(c2ccccc2)c2ccccc2)no1	-1.3	i
COc1cccc(NC(=O)CN(C)C(=O)CN2C(=O)NC(C)(c3ccc4ccccc4c3)C2=O)c1 (stereo not given)	-0.14	i
COc1ccccc1NS(=O)(=O)c1cccc(C(=O)NCC2(N(C)C)CCCCC2)c1	1.2	i
O=c1[nH]c(-c2cccnc2)nc2ccccc12	0.83	i
O=C(Nc1n[nH]c(C2CCCCC2)n1)C1CCCCC1	0.15	i
COc1ccc(-n2nc([N+](=O)[O-])c(=NCc3cccnc3)n2O)cc1	0.49	i
COc1ccc(-c2noc(CNC(=O)c3ccc4c(c3)OCO4)n2)cc1OC	1.9	i
CC(=O)N1c2ccc(S(=O)(=O)N3CCCCC3)cc2CC1C(=O)Nc1ccccc1C(F)(F)F (stereo not given)	-0.39	i
COc1ccc2cc3cc(C(=O)Nc4cc(OC)c(OC)c(OC)c4)oc3nc2c1	1	i
NC(=O)[C@@H]1CCOc2c(I)cc([N+](=O)[O-])cc2C(=O)N[C@@H](CO)C(=O)NCC(=O)N1	0.04	i
Cc1ccc(C)c(Oc2coc3cc(OC(=O)c4cccs4)ccc3c2=O)c1	1.2	i
CCn1cc(C(=O)O)c(=O)c2cc(F)c(N3CCN(C(=S)NC(=O)c4c(OC)cccc4OC)CC3)cc21	-0.2	i
CCn1c(SCC(=O)Nc2nnc(C)s2)nnc1-c1ccco1	0.14	i
O=C(NCc1cccs1)c1cnc(Cl)c(Cl)c1	-1.5	i
CN(Cc1ccccc1O)CC1CCCN(CCc2ccc(Cl)cc2)C1 (stereo not given)	-15*	i
CC(C)[C@H](Nc1ccc(C(F)(F)F)cc1[N+](=O)[O-])C(=O)O	-1.3	i
CCOC(=O)C1=C(N)Oc2cc(C)oc(=O)c2C1c1cccnc1 (stereo not given)	0.12	i
CN1CCN(C(=O)c2ccccc2NC(=O)c2cccs2)CC1	0	i
NC(N)=Nc1cc2ccccc2c2ccccc12	-0.3	i

Additional compounds follow:
SMILES	Kir21 inh	CHT block
O=C(Cc1ccc(-c2ccccc2)cc1)Nc1ncccc1O	-0.69	i
CC(C)C(C(=O)NCC1CCCO1)N(C(=O)CNS(=O)(=O)c1ccc(F)cc1)C1CCCCC1 (stereo not given)	1	i
COc1cc(Cl)c(S(=O)(=O)n2cnc(C)c2)cc1Cl	-0.08	i
Cc1ccccc1N1CC(C(=O)Nc2ccc(S(=O)(=O)N3CCOCC3)cc2)CC1=O (stereo not given)	1.2	i
CC(=O)Nc1ccc(S(=O)(=O)N2CCc3ccccc3C2CC(=O)O)cc1 (stereo not given)	1.9	i
O=C(c1sc2cc([N+](=O)[O-])ccc2c1Cl)N1CCOCC1	-0.39	i
O=S(=O)(NC(=NC1CCCC1)C(F)(F)F)c1ccccc1	-0.04	i
CC(C)C1C(=O)NC(=S)N1S(=O)(=O)c1ccc(C(C)(C)C)cc1 (stereo not given)	-0.01	i
Cc1sc2nc(SCC(=O)N3CCCCC3)[nH]c(=O)c2c1C	-0.7	i
COc1ccccc1/C=C1/C(=O)N(c2ccc([N+](=O)[O-])cc2)N=C1C	1.5	i
O=C(COc1ccc(F)cc1)N1CCCCCCC1	0.05	i
C=CCOC(=O)c1c(C)nc2cc3c(cc2c1C)OCO3	-1.2	i
N/C(Cn1nnc(-c2ccccc2)n1)=N\O	0.2	i
Cc1ccc2[nH]c(C)c(CCNC(=O)C3CCCCC3C(=O)OCC(F)(F)F)c2c1 (stereo not given)	-0.2	i
O=C(CSc1nncc2ccccc12)Nc1ccccc1	0.73	i
COc1ccccc1CNC(=O)C1CCC(CNc2c(N3CCC(C)CC3)c(=O)c2=O)CC1 (stereo not given)	1.4	i
O=C(CS(=O)c1ccccc1[N+](=O)[O-])Oc1ccc(Br)cc1 (stereo not given)	-0.22	i
CCOC(=O)CCCCC(=O)c1[nH]c(=O)[nH]c1Cn1cnc2ccccc21	1.7	i
CCC(=O)c1ccc(OCC(=O)OCC(=O)N2CCN(c3ccc(OC)cc3)CC2)cc1	0.5	i
Cc1ccc(N2C(=S)NC3c4ccccc4OC2(C)C3C(=O)N(C)C)cc1 (stereo not given)	0.78	i
Nc1nonc1-c1nc2ccccc2n1CC(=O)NC1CCCC1	1.8	i
CN(C(=O)CN1CCN(c2ccccc2F)CC1)C1CCCc2ccccc21 (stereo not given)	0.26	i
COC(=O)c1cc(C(=O)Nc2nnc(CC(C)(C)C)s2)cc([N+](=O)[O-])c1	0.23	i
COc1cccc(NC(=O)CN(c2cccc(OC)c2)S(C)(=O)=O)c1	-0.34	i
Brc1csc2ncccc12	-1.1	i
Oc1ccc(-c2nccc(-c3cccs3)n2)cc1	0.54	i
CC1(C)Cc2c(c(N3CCCCC3)[nH]c(=S)c2C#N)CS1	1.1	/
CN(C)CCOC1c2ccccc2CCc2ccc3ccccc3c21 (stereo not given)	-2.9	i
CNCCCc1[nH]nc(N)c1C#N	0.04	i
Cc1cc(C(=O)NC2CCCc3c2cnn3-c2ccc(C)c(C)c2)nc(C)n1 (stereo not given)	1.5	i
Cc1oc(-c2cccc(Cl)c2)nc1CN1CCC(C(=O)NC2CC2)CC1	0.32	i
CC(=O)N/C(=C\c1ccccc1)C(=O)NC(C)C(=O)O (stereo not given)	0.89	i
Nc1ccc(Oc2cccc(Oc3ccc(N)cc3)c2)cc1	1.6	i
Cc1c(C(=O)O)[nH]c2c1C(=O)CC(c1ccccc1)C2 (stereo not given)	1	i
CCOC(=O)C1(Cc2ccccc2)CCN(Cc2cn[nH]c2-c2ccccc2)CC1	-4.8*	i
COc1ccc(-c2nnc(CSc3nnc(-c4ccncc4)n3C3CCCCC3)o2)cc1OC	0.7	i
O=C(c1cc2cc(Cl)ccc2[nH]1)N1CCc2ccccc2C1	-0.95	i
O=S1(=O)N(Cc2ccccc2F)CCCN1Cc1c(F)cccc1Cl	-0.06	i
Cc1nn2c(SCC(=O)c3cccs3)cc(C(C)(C)C)nc2c1-c1ccccc1	0.48	i
Cc1cc(/C=N/NC(=O)c2cccc([N+](=O)[O-])c2)c(C)n1-c1ccccc1	-1.4	i
CCOc1cc(N2CCOCC2)c(OCC)cc1NC(=O)COC(=O)c1cc2ccccc2cc1O	1.1	i
Cc1ccc(C2=NS(=O)(=O)N(C)C(C(=O)NCc3ccccn3)=C2)cc1	0.15	i
O=[N+]([O-])c1cccc2c1ccc1ncccc12	-1.3	i
Cc1ccccc1-c1nc2c3ccccc3nc(=S)n2[nH]1	0.25	i
O=C(CCCNC(=O)/C(=C\c1ccccc1F)NC(=O)c1ccccc1)OCc1ccccc1	0.38	i
COc1ccc(N2CCN(Cc3cc4c(cc3Br)OCCO4)CC2)cc1	1.1	i
COc1cc(C2C(C#N)=C(N)N(Nc3ccccc3)C3=C2C(=O)CC(C)(C)C3)ccc1OCc1cccc(F)c1 (stereo not given)	-0.6	i
O=C(O)c1cccc2c1C(=O)N(CC1CCCO1)C2 (stereo not given)	-1.4	i

Five entries from above, in markdown:
| Compound | Kir21 inh | CHT block |
| --- | --- | --- |
| CCOc1cc(N2CCOCC2)c(OCC)cc1NC(=O)COC(=O)c1cc2ccccc2cc1O | 1.1 | i |
| Cc1ccc(C2=NS(=O)(=O)N(C)C(C(=O)NCc3ccccn3)=C2)cc1 | 0.15 | i |
| O=[N+]([O-])c1cccc2c1ccc1ncccc12 | -1.3 | i |
| Cc1ccccc1-c1nc2c3ccccc3nc(=S)n2[nH]1 | 0.25 | i |
| O=C(CCCNC(=O)/C(=C\c1ccccc1F)NC(=O)c1ccccc1)OCc1ccccc1 | 0.38 | i |

(list continues)
SMILES	Kir21 inh	CHT block
CC(=O)c1ccc(NC(=O)c2ccc(CNc3c(N4CCCC4)c(=O)c3=O)cc2)cc1	0.53	i
CCc1cccc2c(C=C(C#N)C#N)cn(CC(=O)N3CCCCCC3)c12	0.26	i
COc1ccccc1CNC(=O)COC(=O)Cc1cccs1	2	i
N=c1n(CCN2CCCCC2)c2ccccc2n1CC(O)c1ccco1 (stereo not given)	-1.4	i
COc1ccc(OCC(O)CNC(=O)c2ccccc2C(=O)O)cc1 (stereo not given)	1.3	i
Cc1ccc(-c2csc(Nc3ccccn3)n2)cc1	0.03	i
Cc1ccccc1C(=O)NCC(=O)O	0.6	i
COc1ncnc2sc(-c3ccccc3)cc12	1.9	i
Cc1nc(-c2ccc(Cl)cc2)sc1C1(C)CC(c2cccc([N+](=O)[O-])c2)=NO1 (stereo not given)	1.2	i

An excerpt of these results, with the structure last:
| Kir21 inh | CHT block | molecule |
| --- | --- | --- |
| 0.26 | i | CCc1cccc2c(C=C(C#N)C#N)cn(CC(=O)N3CCCCCC3)c12 |
| 2 | i | COc1ccccc1CNC(=O)COC(=O)Cc1cccs1 |
| -1.4 | i | N=c1n(CCN2CCCCC2)c2ccccc2n1CC(O)c1ccco1 (stereo not given) |
| 1.3 | i | COc1ccc(OCC(O)CNC(=O)c2ccccc2C(=O)O)cc1 (stereo not given) |
| 0.03 | i | Cc1ccc(-c2csc(Nc3ccccn3)n2)cc1 |

Single records, as listed above:
`CC(C)=C(NC(=O)c1ccccc1)C(=O)NCc1ccccc1` reads Kir21 inh: 2.1; CHT block: i
`CN(C)CCCN(C(=O)c1cc2cc([N+](=O)[O-])ccc2s1)c1nc2cc3c(cc2s1)OCCO3` reads Kir21 inh: 1.9; CHT block: i
